Assay outcomes deposited in PubChem BioAssay by several laboratories.
DAX1 inh-1: inhibits human nuclear receptor DAX1 | P51843 | hit rate 0.99% among 340,000 | HEK293 Gal4-DAX1 luciferase reporter, luminescence | AID 504766 | inhibition, % at 6.75 µM;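 active = inhibition above the mean over all tested compounds plus 3 SD, cut at about 4.2% in these data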;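 also: 0% = DAX1-transfected cells with DMSO and 100% = empty-vector control cells with DMSO; inhibition shows as a rise in luminescence from relieved DAX1 repression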
FXN GAA850 act: activators of GAA850 frataxin (FXN) promoter; HEK293 lucGAA850 FXN promoter luciferase reporter, 24 h; percent of 10 µM SAHA response; activation, % at 6 µM; hit rate 0.56% among 360,000; AID 540364;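 active = activation above the average of all compounds screened plus 3 SD, cutoff fixed separately per campaign, cut at about 7.5% in these data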;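 also: 0% = DMSO wells and 100% = 10 µM SAHA wells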
hcDAF12 agonist: activates DAF-12 receptor from parasite H. contortus; HEK293 hcDAF-12 lit1-tk-luc reporter, luminescence; 0% DMSO, 100% Δ7-dafachronic acid; activation, % at 6.8 µM; hit rate 1.4% among 370,000;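 active = activation above the mean of all tested compounds plus 3 SD, cut at about 5.5% in these data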;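 also: 100% = response to 3 µM Δ7-dafachronic acid high control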
GC-B act: GC-B (human) receptor activation; AID 1920062; hit rate 0.11% among 370,000; activation, % at 10 µM; HEK293-GC-B cells, CNP EC30, cGMP TR-FRET; 0% at EC30 CNP, 100% saturating CNP;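 active = activation at 10 µM reaching about 35% in either raw or pattern-adjusted values, limit read from the data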
Target sequence (P20594 whole entry, looked up): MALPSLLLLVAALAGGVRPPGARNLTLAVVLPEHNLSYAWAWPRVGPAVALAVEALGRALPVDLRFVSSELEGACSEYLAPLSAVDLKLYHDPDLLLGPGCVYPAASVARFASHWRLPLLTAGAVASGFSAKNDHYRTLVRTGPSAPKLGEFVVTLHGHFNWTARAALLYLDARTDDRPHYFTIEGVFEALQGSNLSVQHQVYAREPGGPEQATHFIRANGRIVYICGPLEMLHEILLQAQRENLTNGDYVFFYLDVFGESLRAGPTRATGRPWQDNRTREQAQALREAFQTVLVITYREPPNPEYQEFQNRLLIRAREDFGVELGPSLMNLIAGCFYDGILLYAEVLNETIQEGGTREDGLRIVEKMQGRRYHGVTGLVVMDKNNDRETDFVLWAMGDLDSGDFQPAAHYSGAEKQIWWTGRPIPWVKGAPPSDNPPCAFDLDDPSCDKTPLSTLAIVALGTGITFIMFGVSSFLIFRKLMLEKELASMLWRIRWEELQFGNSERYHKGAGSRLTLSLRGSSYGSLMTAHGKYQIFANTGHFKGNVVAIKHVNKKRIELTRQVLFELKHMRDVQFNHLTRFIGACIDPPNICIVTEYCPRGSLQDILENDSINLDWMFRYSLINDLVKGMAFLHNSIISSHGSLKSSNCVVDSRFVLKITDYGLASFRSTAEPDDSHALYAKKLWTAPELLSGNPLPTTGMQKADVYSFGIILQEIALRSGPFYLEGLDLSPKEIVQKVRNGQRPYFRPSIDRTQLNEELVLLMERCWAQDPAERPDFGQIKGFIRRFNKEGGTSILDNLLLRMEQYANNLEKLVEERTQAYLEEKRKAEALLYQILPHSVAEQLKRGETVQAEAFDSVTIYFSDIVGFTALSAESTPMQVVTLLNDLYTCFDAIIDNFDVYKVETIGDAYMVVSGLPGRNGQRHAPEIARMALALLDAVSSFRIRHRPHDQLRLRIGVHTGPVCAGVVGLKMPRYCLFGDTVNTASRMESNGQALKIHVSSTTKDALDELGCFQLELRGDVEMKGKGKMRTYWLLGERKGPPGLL
DAX1 inh-2: DAX1 (NR0B1) inhibition, primary screen | HEK293T StAR-luciferase reporter, SF-1/DAX-1 repression relief | inhibition, % at 6.8 µM | hit rate 1.1% among 370,000 | AID 652010;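 active = inhibition above the mean over all tested compounds plus 3 SD, cut at about 3.6% in these data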;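 also: 0% = DAX-1 cells with DMSO and 100% = cells lacking DAX-1 with DMSO; higher inhibition means more luminescence from relief of DAX-1 repression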
sPLA2-III inh: Blocks human group III sPLA2 activity; Q9NZ20; AID 743126; QFRET BODIPY PC-A2 liposome hydrolysis, fluorescence; hit rate 0.56% among 370,000; inhibition, % at 12.2 µM;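 active = inhibition above mean plus 3 SD of compounds lying within the high and low control bounds, cut at about 19% in these data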;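 also: 0% = median of test compound wells and 100% = no enzyme DMSO wells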
SMARCA2 act: SMARCA2 function activation, primary screen. hit rate 1% among 370,000. activation, % at 9.1 µM. MG213 cells, MMTV-luciferase reporter, dexamethasone, overnight; in the data active = activation above about 7.8%;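 also: 0% = vehicle wells and 100% = reference activator wells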
hgDAF12 agonist: agonists of H. glycines DAF-12 nuclear receptor; HEK293 GAL4-hgDAF12 UAS-luciferase reporter, agonist luminescence; normalized to butyrate control; activation, % at 6.8 µM; hit rate 1.8% among 370,000;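 active = activation above a cutoff set at the mean of all screened compounds plus 3 SD, cut at about 10% in these data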;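 also: 0% = DMSO wells and 100% = sodium butyrate wells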
ssDAF12 agonist: activators of S. stercoralis DAF-12 nuclear receptor; activation, % at 6.8 µM; hit rate 1% among 370,000; HEK293 ssDAF-12/GRIP1 lit1-tk-luc reporter, luminescence; % of 3 µM dafachronic acid response;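 active = activation above the mean over all tested compounds plus 3 SD, cut at about 0.9% in these data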;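 also: 0% = DMSO-only wells and 100% = 3 µM delta7-dafachronic acid wells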
ADAM10 inh: inhibits human ADAM10. O14672. recombinant ADAM10, EDANS/DABCYL FRET peptide cleavage, 3 h. inhibition, % at 7 µM. hit rate 0.62% among 370,000. AID 720582;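 active = inhibition above a per-campaign cutoff equal to the mean of compounds falling between control-based bounds plus 3 SD, cut at about 20% in these data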;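 also: 0% = DMSO wells while the 100% control is not disclosed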
GC-A act: GC-A (human) enzyme activation; HEK293 GC-A cells, cGMP TR-FRET, EC30 ANP; 0% at EC30 ANP, 100% saturating ANP; activation, % at 10 µM; hit rate 0.14% among 370,000; in the data active = activation above about 40%
The depositor's hits bear a star; i = inactive; x = no result given; & = joins results of further samples.

SMILES	DAX1 inh-1	FXN GAA850 act	hcDAF12 agonist	GC-B act	DAX1 inh-2	sPLA2-III inh	SMARCA2 act	hgDAF12 agonist	ssDAF12 agonist	ADAM10 inh	GC-A act
COc1ccccc1CCc1nnc(CCC(=O)NCC2CCCO2)o1 (stereo not given)	0.2	1.9	-0.3	0	0.3	2	-1	3.7	-0.8	-5	0
O=[N+]([O-])c1nccn1CCCCCCCCCCCN1CCOCC1	x	x	0.1	5	-1.7	-4	-2	-1.5	-1.6	2	2
Cc1ccnc(NC(=O)C(Cc2ccccc2)NC(=O)c2ccccc2)c1 (stereo not given)	1.5	0.7	-0.3	-8	-0.6	5	-1	0.4	-1.6	-13	3
CC(C)C(NS(=O)(=O)c1cccs1)C(=O)NCCCN1CCCCCC1 (stereo not given)	-2.3	0.8	0.4	2	0.1	7	-3	-1.7	-0.2	0	3
Cc1ccc(S(=O)(=O)N2CCOCC2)cc1NC(=O)COc1cccc(-n2cnnn2)c1	-1.7	-0.3	-1.7	-4	0.5	-11	-1	-1.6	-1.3	1	-1
CCCN1C(=S)c2ccccc2C1c1ccccc1 (stereo not given)	4.7*	1.0	3.9	0	0.0	4	0	-0.8	1.3*	1	0
Cn1c(Cn2nnc3ccccc32)nnc1SCC(=O)NCc1ccc2c(c1)OCO2	0.4	2.6	-1.0	-3	-0.4	12	-2	2.6	-0.5	-4	2
C[C@@H]1COc2cc(Br)ccc2S(=O)(=O)N1Cc1cn(Cc2ccc(C(F)(F)F)cc2)nn1	x	x	0.0	6	0.7	1	2	0.2	-1.4	5	-7
CC(=O)Nc1nnc(-c2ccccn2)o1	0.0	1.5	0.2	-4	0.4	-2	0	-2.2	-0.2	-63	2
CC(C)NC(=O)C1(C)CCCN1C(=O)c1cc(C#N)cs1 (stereo not given)	x	-0.2	-1.3	0	0.6	-6	0	-1.9	-1.0	-2	1
O=[N+]([O-])c1cc(/C=N/O)ccc1Sc1ccccc1	-0.6	5.0	-0.1	3	-1.0	-6	1	-1.2	-1.7	11	13
Cc1cc2oc(=O)cc(C)c2cc1NC(=O)CCl	x	3.6	1.8	-5	-1.3	6	-6	-5.5	-1.5	-27	3
CCN(CC)S(=O)(=O)c1ccc(N2CCOCC2)c(NC(=O)c2cc(C)cc(C)c2)c1	-0.8	2.1	-1.6	-7	-0.3	-2	6	-0.4	-1.7	4	-2
Cn1cnnc1SCC(=O)N(Cc1ccc2c(c1)OCO2)C1(C(=O)NC2CCCCC2)CCCC1	-0.2	-2.0	-1.8	2	-1.0	3	5	-0.2	-1.6	-1	0
c1cncc(-c2noc(-c3ccc4ccccc4c3)n2)c1	-0.1	1.8	8.8*	-1	2.6	10	4	17*	1.0*	-24	2
CCOCCCNC(=O)C1CC(=O)N(C2CCCC2)C1 (stereo not given)	1.6	-2.5	-0.3	4	-0.1	3	2	-1.9	-0.1	0	3
CC(C)C[C@@H](COc1ccccc1)N1CCN(CC(C)C)CCC1=O	0.3	-0.2	0.6	2	0.4	5	0	1.4	-0.5	-1	2
CCOC(=O)CSc1nnc2n(Cc3ccccc3)c(=O)c3c4c(sc3n12)CCC4	0.2	0.1	-1.6	6	0.6	-1	-3	-0.8	-1.3	-6	5
CC(=O)Oc1cc2oc(=O)cc(C)c2cc1OC(C)=O	2.3	1.7	0.3	0	1.1	4	-3	1.1	0.0	i	1
COc1ccc(OC)c(C2C(C#N)=C(N)N(N(C)C)C3=C2C(=O)CCC3)c1 (stereo not given)	0.8	-1.2	-0.4	1	-0.2	9	-2	1.8	-1.1	-8	0
Cc1cc(C)cc(CSCC(=O)NN=C2CCCCCC2)c1	0.8	0.8	-1.9	-1	-0.3	6	-3	-2.5	-0.9	10	0
COc1ccc(C(=O)O/N=C(\N)Cc2ccc(Cl)c(Cl)c2)cc1OC	-1.3	1.8	0.9	-1	0.1	1	-2	-3.6	-1.6	8	3
Cc1ccccc1C(OCC(O)CN1CCCCC1CCO)c1ccccc1 (stereo not given)	0.1	1.0	-2.1	-14	0.5	3	-8	-1.2	-1.0	-2	-19
CC(CSC(=O)c1ccccc1)C(=O)N1c2ccccc2CC1C(=O)O (stereo not given)	x	x	7.5*	-6	0.2	1	-2	5.5	0.8	-14	-5
COc1ccc(OC(=O)c2cccc(S(=O)(=O)N3CC(C)OC(C)C3)c2)cc1 (stereo not given)	-1.1	0.8	-0.3	3	-0.7	5	-1	-1.0	-1.1	-10	-2
(more compounds)
SMILES	DAX1 inh-1	FXN GAA850 act	hcDAF12 agonist	GC-B act	DAX1 inh-2	sPLA2-III inh	SMARCA2 act	hgDAF12 agonist	ssDAF12 agonist	ADAM10 inh	GC-A act
O=C(COc1ccccc1Cl)NNC(=O)c1ccc2nc[nH]c2c1	-0.8	-1.3	0.7	-2	-0.7	0	-3	-0.8	-0.9	-11	4
Cc1ccc(CN2CCSc3ccc(C(=O)NCc4ccccn4)cc32)cc1	-1.2	3.1	-1.8	5	1.0	-3	0	-2.2	-1.3	i	3
C[C@]12CCC(=O)C=C1CC[C@@H]1[C@@H]2CC[C@@]2(C)[C@H]1CC[C@@]21CCC(=O)O1	-2.1	1.5	-3.1	3	-0.2	-4	-1	0.9	-0.9	4	2
Cc1ccc(C)c(NC(=O)c2cc(-c3cccnc3)nc3ccccc23)c1	6.3*	-1.0	-0.3	2	0.7	1	-2	-0.5	-1.3	-4	-3
CCN(CC)S(=O)(=O)c1ccc2c(c1)nc(CCC(=O)O)n2CC	0.4	2.5	-1.7	9	1.0	-5	-1	0.3	-0.3	-1	1
Cc1ccc(CNC(=O)C(=O)NCC2OCCCN2S(=O)(=O)c2cccs2)cc1 (stereo not given)	0.2	-0.6	-2.4	1	-0.7	-8	-3	-0.4	-1.1	4	-2
CC(=O)c1ccc(S(=O)(=O)NC2CC2)cc1	2.1	0.2	-0.7	2	-0.1	17	-1	-0.1	-0.9	1	0
COc1ccc(CCc2nc(C)ccc2O)cc1	0.6&1.0	2.2&0.9	0.7&-0.1	2	1.5&0.7	-6&-1	1&2	1.9&0.9	-1.0&0.5	-29&-22	5
COc1ccc(C)cc1N(CC(=O)NC1CCCC1)C(=O)Cn1nnc(-c2ccc(C)o2)n1	0.2	-1.6	-2.1	-1	-0.2	1	-3	-2.4	-1.1	15	-2
Cn1c(SCC(=O)NCCNC(=O)CSc2nnc(C(F)(F)F)n2C)nnc1C(F)(F)F	-0.6	-1.6	0.8	3	-0.2	1	-5	1.2	-1.4	-3	-3
Cc1cc(Cl)ccc1OCC(=O)NCC(=O)N/N=C/c1ccco1	2.5	-0.3	-1.3	-2	-1.0	1	1	-2.8	-1.5	-6	0
COc1cc(/C=N/NS(=O)(=O)c2ccc(Br)cc2)ccc1O	-0.3	0.4	0.1	-2	1.1	0	-3	-3.0	-1.1	10	3
CCN(CC)CCSc1nnc2c3cc(C)ccc3n(Cc3ccccc3)c2n1	x	-2.4	5.4	9	-0.6	-17	1	0.0	0.2	3	11
CCC(=O)N1CCN(CCN=CC2=C(O)CC(c3cccs3)CC2=O)CC1 (stereo not given)	-0.6	0.2	-1.3	2	-0.2	4	-2	-0.4	-1.1	-13	-4
CCCOc1ccccc1C(=O)N1CCNC(=O)C1CC(=O)OC(C)C (stereo not given)	1.6	0.1	-2.5	-4	-0.3	-1	-3	1.5	0.5	-8	4
CC(C)Sc1cc(N2CCOCC2)nc(-c2ccccc2)n1	-0.4	2.2	-1.3	-6	-0.8	9	-2	1.5	-0.2	-6	-14
O=C1CC(NCc2ccncc2)C(=O)N1c1ccc(Cl)cc1 (stereo not given)	2.8	1.1	2.3	-1	0.6	-1	-3	-2.7	-0.7	8	4
Cc1ccccc1OCc1nnc(SC(C)C(=O)O)n1Cc1ccccc1 (stereo not given)	2.1	1.0	0.1	-2	0.0	-5	-2	0.5	-1.3	-3	-3
Cc1ccc(-n2nnc3c(=O)n(CC(=O)c4ccccc4)cnc32)cc1	0.2	-0.3	2.1	-9	-0.4	-9	-2	4.0	-1.0	-13	0
O=C(Nc1ccccn1)c1ccc(Br)c(S(=O)(=O)N2CCCC2)c1	0.1	5.2	-0.9	6	-0.7	4	1	-1.6	-0.9	-5	1
Cc1cccc(C(=O)c2cccc(C)c2)c1	0.3	-5.3	3.1	-2	0.1	-2	8	4.6	0.0	-6	3

Of the compounds above, eight contain an aryl thioether with sulfur outside any ring:
SMILES	DAX1 inh-1	FXN GAA850 act	hcDAF12 agonist	GC-B act	DAX1 inh-2	sPLA2-III inh	SMARCA2 act	hgDAF12 agonist	ssDAF12 agonist	ADAM10 inh	GC-A act
Cn1c(Cn2nnc3ccccc32)nnc1SCC(=O)NCc1ccc2c(c1)OCO2	0.4	2.6	-1.0	-3	-0.4	12	-2	2.6	-0.5	-4	2
O=[N+]([O-])c1cc(/C=N/O)ccc1Sc1ccccc1	-0.6	5.0	-0.1	3	-1.0	-6	1	-1.2	-1.7	11	13
Cn1cnnc1SCC(=O)N(Cc1ccc2c(c1)OCO2)C1(C(=O)NC2CCCCC2)CCCC1	-0.2	-2.0	-1.8	2	-1.0	3	5	-0.2	-1.6	-1	0
CCOC(=O)CSc1nnc2n(Cc3ccccc3)c(=O)c3c4c(sc3n12)CCC4	0.2	0.1	-1.6	6	0.6	-1	-3	-0.8	-1.3	-6	5
Cn1c(SCC(=O)NCCNC(=O)CSc2nnc(C(F)(F)F)n2C)nnc1C(F)(F)F	-0.6	-1.6	0.8	3	-0.2	1	-5	1.2	-1.4	-3	-3
CCN(CC)CCSc1nnc2c3cc(C)ccc3n(Cc3ccccc3)c2n1	x	-2.4	5.4	9	-0.6	-17	1	0.0	0.2	3	11
CC(C)Sc1cc(N2CCOCC2)nc(-c2ccccc2)n1	-0.4	2.2	-1.3	-6	-0.8	9	-2	1.5	-0.2	-6	-14
Cc1ccccc1OCc1nnc(SC(C)C(=O)O)n1Cc1ccccc1 (stereo not given)	2.1	1.0	0.1	-2	0.0	-5	-2	0.5	-1.3	-3	-3
